# Screens as filed in PubChem.
# IMPase Li inh: qHTS Assay for Identifying the Cell-Membrane Permeable IMPase Inhibitors: Potentiation with Lithium. CHO-M1 cells, IP1 TR-FRET (IP-One), carbachol + lithium. Potency, µM (doses to about 59.4 µM), without a hit: at the top dose activity, negative = IMPase inhibition, most hits filed as inhibitors. hit rate 0.35% among 210,000;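 also: IP1 builds up when IMPase is blocked and the TR-FRET signal falls; plate controls were basal vehicle for no effect and high inhibitor control for full effect; nearly all actives have a fitted effect of over 50% in size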
#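 Readout is a homogeneous TR-FRET IP1 immunoassay (Ex 320, Em 665 and 620), where raised cytosolic IP1 lowers signal. Cells were CHO-M1 treated 30 min at 37C with test compounds plus a little lithium; AC50 values came from Hill-equation fitting.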
# GAA spleen mod: qHTS Assay for Inhibitors and Activators of Human alpha-Glucosidase From Spleen Homogenate. Lysosomal alpha-glucosidase (Homo sapiens), P10253. human spleen homogenate, 4-MU-alpha-glucoside fluorescence. Potency, µM (series often up to 79.9 µM), for the others: at the highest dose activity change, negative = inhibition, most hits filed as inhibitors. hit rate 0.006% among 240,000;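 also: 0% = enzyme with vehicle and -100% = no enzyme basal signal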
#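 Compounds were titrated against alpha-glucosidase in spleen homogenate at pH 5.0, with 1 mM 4-methylumbelliferyl substrate for 40 min at 37 C. Reactions were quenched with pH 10 NaOH/glycine and fluorescence measured.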
# HttQ103 aggreg: qHTS Multiplex Assay to Identify Dual Action Probes in a Cell Model of Huntington: Aggregate Formation (GFP). PC12 HttQ103-GFP aggregates, Acumen cytometry, 40 h. hit rate 1.1% among 220,000. Potency, µM (doses to about 46.1 µM), inactives show at the highest dose activity change, negative = inhibition, actives largely listed as inhibitors; also: % is scaled to controls: 0 for no effect and ±100 for the full control effect; nearly all actives have a fitted effect of over 60% in size
#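 Quantitative HTS on tebufenozide-induced (100 nM) PC12 cells stably expressing polyQ103 Huntingtin exon 1–GFP. Reduction of bright GFP aggregates, detected by laser scanning cytometry after lysis, identified actives across the titration.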
# GAA glycogen: qHTS Assay for Inhibitors and Activators of Human alpha-Glucosidase Cleavage of Glycogen; Potency, µM (doses to about 76.4 µM), inactives show top-dose activity change, negative = inhibition, hits mostly inhibitors; recombinant GAA, glycogen substrate, Amplex Red glucose oxidase fluorescence; hit rate 0.38% among 300,000; AID 2100, 2009;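 also: 0% = full enzyme reaction and -100% = no-enzyme basal signal; the screen sought inhibitors and activators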
#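 Recombinant human enzyme (4 nM); glycogen substrate; 37 C, 40 min, pH 5.0. Readout: coupled glucose oxidase/Amplex Red fluorescence.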
# GoLoco inh red: qHTS Assay for Inhibitors of RGS12 GoLoco Motif Activity (Red Fluorophore). Gai1:RGS12 GoLoco peptide FP, rhodamine, 10 min. AID 880, 2007. hit rate 0.44% among 230,000. Potency, µM (titrated, usually from 61.6 µM), for the others: top-dose activity, negative = inhibition, actives largely listed as inhibitors. Guanine nucleotide-binding protein G(i) subunit alpha-1 (Homo sapiens), P63096; active = well fitted inhibition curve with a large enough effect, not every such curve was filed as active; inactive = no such curve, though single readings can be large or run the other way; also: % is scaled to controls: 0 for no effect and ±100 for the full control effect; nearly all actives have a fitted effect of over 30% in size; many of its hits are not listed in these tables
# Target sequence (P63096 whole entry, looked up): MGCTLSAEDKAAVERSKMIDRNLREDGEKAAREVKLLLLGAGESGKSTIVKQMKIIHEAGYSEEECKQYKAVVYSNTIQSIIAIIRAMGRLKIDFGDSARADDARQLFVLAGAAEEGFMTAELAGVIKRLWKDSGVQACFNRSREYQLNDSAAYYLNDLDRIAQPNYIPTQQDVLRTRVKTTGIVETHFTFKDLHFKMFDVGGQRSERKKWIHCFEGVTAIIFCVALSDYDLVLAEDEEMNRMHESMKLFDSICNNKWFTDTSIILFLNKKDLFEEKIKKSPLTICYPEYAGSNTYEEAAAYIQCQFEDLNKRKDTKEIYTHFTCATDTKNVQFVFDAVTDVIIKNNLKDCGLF
# GAA inh: qHTS Assay for Inhibitors of Human alpha-Glucosidase as a Potential Chaperone Treatment of Pompe Disease; Lysosomal alpha-glucosidase (Homo sapiens), P10253; purified human GAA, 4-MU-alpha-glucoside fluorescence; Potency, µM (top dose mostly 76.9 µM), for the others: at the top dose activity change, negative = inhibition, most hits filed as inhibitors; hit rate 0.005% among 200,000; AID 1466, 2008;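 also: plate controls were uninhibited enzyme wells for no effect and no-enzyme background for full effect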
#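 Enzyme (4 nM final) mixed with compound (up to 77 uM), then 4-MU-alpha-D-pyranoside (400 uM final) added; 20 min at room temperature, pH 5.0. Reaction stopped at pH 10, fluorescence read, AC50 derived by Hill fit.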
# HTT ATP protect: qHTS Multiplex Assay to Identify Dual Action Probes in a Cell Model of Huntington: Cytoprotection (ATP); PC12 HTT-Q103 induced, cytoprotection, ATP luminescence, 40 h; Potency, µM (titrated, usually from 56.4 µM), without a hit: cytoprotection (ATP increase), most hits filed as activators; hit rate 0.14% among 230,000; AID 1471, 2008;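 also: % of control where 0% means no effect; nearly all actives have a fitted effect of over 45% in size; toxic huntingtin expression switched on by the ecdysone agonist tebufenozide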
#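 Quantitative HTS on tebufenozide-induced (100 nM) PC12 cells expressing HTTQ103 exon 1–GFP; compounds tested as a concentration series; survival measured via cellular ATP.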
# * marks the source's active call; other numbers are inactive results; ? = inconclusive; nt = not tested or not shown; & = joins results of further samples; [ ] = remark or other dose. Unless noted, calls follow the shape of the dose curve; as a rule, active = well fitted curve in the direction sought with a large enough effect; inconclusive = small, poorly fitted or top-dose-only effect, or another doubt; inactive = no such curve, though single readings can be large; an effect the other way counts as inactive or inconclusive. Potency is read from the fitted curve at half-maximal effect. Some of the compounds tested (hit frequency here may not be typical).
cpd	Compound	IMPase Li inh	GAA spleen mod	HttQ103 aggreg	GAA glycogen	GoLoco inh red	GAA inh	HTT ATP protect
1	Cc1ccc(NC(=O)CCl)cc1S(=O)(=O)N1CCCCCC1	-1%	-4%	?	-3%	4%	6%	-5%
2	Cc1ccc2c(c1)C1C=CCC1C(C(=O)O)N2 (configuration not stated)	6%	-3%	15%	3%	40%[activator]	4%	-9%[10 µM]
3	Cc1ccc(C2Nc3ccccc3-c3nc4ccccc4n32)o1 (configuration not stated)	-3%	-3%	6%	-6%	15%	?	-28%[10 µM]
4	COc1ccccc1Nc1nc(Cl)c(C=O)s1	-11%	-22%	-1%	-10%	79%[activator]	-3%	-6%[10 µM]
5	O=C1NC(Cc2c[nH]c3ccccc23)C(=O)N1CCOc1ccccc1 (configuration not stated)	20%[38.3 µM]	-2%	4%	5%	3%	-3%	37%[1.9 µM]
6	COc1ccc(OC)c(C2=Nn3c(nnc3-c3cc(OC)c(OC)c(OC)c3)SC2)c1	16%[38.3 µM]	5%	25%	-4%	16%	-2%	-5%[0.074 µM]
7	COc1ccc(-c2noc(CCN3C(=O)c4ccccc4C3=O)n2)cc1OC	-23%[38.3 µM]	-21%	-7%	4%	1%	2%	2%[10 µM]
8	CC1CCc2cc(F)ccc2N1C(=O)c1cccs1 (configuration not stated)	9%	1%	23%	-3%	3%	3%	-44%
9	COC(=O)/C(=C1/OC(=O)C(c2ccccc2)=C1O)c1ccccc1	4%	-7%	nt	nt	4%	nt	-59%[inhibitor]
10	C#CC(CC)(CC)NC(=O)/C=C/C(=O)O	nt	-3%	20%[9.22 µM]	3%	-8%	-6%	4%[10 µM]
11	O=c1c(C(c2ccc(O)cc2)c2c(O)nc3n(c2=O)CCS3)c(O)nc2n1CCS2	-11%[38.3 µM]	-2%	-5%	4%	-1%	-1%	-17%
12	COc1ccc(Nc2nc3ccc(OC)cc3s2)cc1	4%	nt	1%	-28%	-4%	-10%	-62%[inhibitor]
13	CC1=CC(C)(C)Nc2ccc(CSc3ccccc3)cc21	18%	nt	nt	nt	-5%[14.2 µM]	nt	6%[10 µM]
14	CCOc1ccc2nc(N3CCC(C(=O)N4CCN(c5ccccn5)CC4)CC3)sc2c1	45%[activator][38.3 µM]	-1%	-11%	-7%	2%	?	9%[10 µM]
15	COc1ccc(N2CCN(CCOc3ccc4c(C)cc(=O)oc4c3)CC2)cc1	3%	1%	5%	6%	-7%	-4%	nt
16	O=C(CN1CCN(Cc2ccc(Cl)cc2)C1=O)NCc1cccs1	9%	6%	-9%	0%	7%	-2%	0%
17	O=C(NCCCn1ccnc1)C(=O)NCC1OCCN1S(=O)(=O)c1ccc(F)cc1 (configuration not stated)	-2%	1%	-10%	0%	5%	-2%	nt
18	COC(=O)C1=CN(C2CCCCC2)C=C(C(=O)OC)C1c1ccc2c(c1)OCO2	14%	-8%	4%[9.22 µM]	-14%	5%	?	-8%[10 µM]
19	CSCC[C@H](NC(=O)OC(C)(C)C)C(=O)NCC1CCC(C(=O)O)CC1 (some centres not stated)	nt	3%	-7%[9.22 µM]	2%	9%	nt	-3%[10 µM]
20	CCOC(=O)c1c(C)nc(-c2ccccc2)nc1NC(=O)C(C)C	2%[38.3 µM]	3%	1%	-3%	5%	1%	-6%
21	C[n+]1cc[nH]c1SCC(=O)c1ccc(Cl)cc1	1%	-13%	-2%[9.22 µM]	-12%	16%	8%	-31%[inhibitor][1.9 µM]
22	O=C1CCCN1CCCNS(=O)(=O)c1ccc(F)cc1F	nt	-2%	3%[9.22 µM]	5%	-4%	nt	13%[10 µM]
23	Cc1ccc(NC(=O)CCNS(=O)(=O)c2cc(Br)cnc2N)cc1Cl	-2%	-3%	-20%	3%	0%	-5%	nt
24	COC(=O)c1ccc(C2c3c(n[nH]c3C)C(=O)N2c2ccc(C)cc2)cc1 (configuration not stated)	17%[38.3 µM]	-1%	-9%	-12%	4%	-13%[15.4 µM]	-4%
25	O=C(O)C1C2C=CC(O2)C1C(=O)NCCCn1ccnc1 (configuration not stated)	nt	-6%	7%	0%	nt	?	-15%
26	Cc1cc(NC(=O)C2CCN(S(=O)(=O)c3cnc[nH]3)CC2)ccc1Br	8%[38.3 µM]	-24%	-19%	0%	3%	-2%	-5%
27	CCOC(=O)CSc1n[nH]c(-c2ccco2)n1	3%[38.3 µM]	3%	-1%	4%	4%	?	6%
28	CC1(C)CC(NS(=O)(=O)c2ccc(S(=O)(=O)N3CCOCC3)cc2)CCO1 (configuration not stated)	-2%[38.3 µM]	0%	-8%	-11%	-4%	-10%	-16%
29	CCOC(=O)C1CCN(C(=O)c2n[nH]c(=O)c3ccccc23)CC1	-10%[38.3 µM]	2%	4%	8%	5%	-4%	0%
30	CCNC(=S)SCCOc1ccc(C)cc1	12%	-3%	-13%	0%	5%	-5%	12%[10 µM]
31	CCOc1cc(/C=N/NC(=O)c2nn(C)cc2Br)ccc1OCc1ccccc1	-2%	7%	14%	-4%	2%	1%	12%[10 µM]
32	CCC(C)(C)n1nnnc1CN1CCC(c2nc3ccc(C)cc3[nH]2)CC1	10%[38.3 µM]	-2%	-11%	7%	5%	-3%[15.4 µM]	-5%
33	COC(=O)[C@H](Cc1ccccc1)NC(=O)O[C@@H]1Cc2cc(OC)ccc2O[C@H]1c1cccc(OC)c1	42%[activator]	-6%	nt	nt	-5%	nt	-197%[inhibitor]
34	Cc1cccc(NC(=O)COC(=O)c2ccc3c(c2)OCO3)c1C	?	-9%	-3%	-4%	4%	?	-10%
35	Cc1nnsc1SC(C)C(=O)O (configuration not stated)	-2%[38.3 µM]	-15%	-3%	2%	7%	3%	17%
36	COc1ccc(Nc2nc(N)nc(CSC(=S)N3CCCCC3)n2)cc1	5%	-2%	13%	-9%	-6%	-1%	-16%[10 µM]
37	CCc1nnc(NC(=O)c2cc(S(=O)(=O)N3CCN(c4ccccc4)CC3)ccc2Cl)s1	-6%[38.3 µM]	-4%	-3%	8%	29%	-1%	-31%
38	O=C(CCC1CCCN(C(=O)c2ccc3[nH]ccc3c2)C1)N1CCN(c2ccccn2)CC1 (configuration not stated)	11%	-3%	3%[9.22 µM]	-8%	11%	?	29%[10 µM]
39	N#CC1(C#N)C2=C(CCCC2)NC(c2ccccc2)C1(C#N)C#N (configuration not stated)	4%[38.3 µM]	0%	26%	-24%	52%[activator]	-8%	-12%
40	COC(=O)CCCCC1SCC2NC(=O)NC21O (configuration not stated)	-10%[38.3 µM]	4%	9%	-28%	8%	1%	-24%
41	CC(C)(C)c1ccc(CN2C(=O)CSC2=O)cc1	9%	nt	-18%	-15%	8%	-4%	-23%
42	O=C(N/N=C/c1ccc(Cl)cc1)c1cc2c(s1)-c1ccccc1CC2	7%[38.3 µM]	-4%	-6%	3%	11%	14%	-26%[10 µM]
43	CCCCCc1ccc(-c2ccc(OCC)cc2)nc1	3%	3%	4%[9.22 µM]	6%	-10%	-3%	27%[10 µM]
44	Cc1nnc(NC(=O)c2ccc(Br)cc2)s1	23%[38.3 µM]	-22%	-8%	14%	-3%	-1%	-71%
45	COC(=O)c1cn(C)c2ccc(S(=O)(=O)N3CCCCC3)cc2c1=O	2%[38.3 µM]	6%	24%	1%	22%	-19%[15.4 µM]	-14%
46	O=C(CCc1ccccc1)NN1C(=O)C2C3C=CC(O3)C2C1=O (configuration not stated)	-6%	3%	4%	7%	-6%	8%	-42%[inhibitor]
47	CC1(c2ccccc2)CC(C)(C)N2C(=O)Cc3cccc1c32 (configuration not stated)	8%	-2%	-15%	-10%	4%	2%	2%
48	Cc1cccn2c(=O)c(/C=C(\C#N)S(=O)(=O)c3ccccc3)c(N3CCN(C)CC3)nc12	11%[38.3 µM]	-9%	-13%	-4%	12%	2%	3%
49	Cn1cccc1C(=O)N1CCC2(CC1)CN(C(=O)Nc1cccc(C#N)c1)C2	?	-9%	nt	nt	-2%	nt	-40%[inhibitor]
50	COc1cc(C)c(/C=C/C(C)=C/C=C/C(C)=C/C(=O)O)c(C)c1C	21%	3%	-11%	nt	-7%&5%	nt	-57%&-75%[inhibitor]
51	O=C(CN1CCN(C(c2ccccc2)c2ccccc2)CC1)NCc1ccccc1	21%	1%	3%[9.22 µM]	-14%	9%	4%	-9%[10 µM]
52	COCCNC(=S)Nc1ccc([N+](=O)[O-])cc1C	-4%	0%	?	-19%	5%	10%	-26%
53	Cc1noc(C)c1COc1cccc(C(=O)Nc2cccnc2)c1	26%	nt	-3%	3%	-9%	-5%	-48%[inhibitor]
54	CN(C(=O)c1ccncc1)c1nnc(-c2ccncc2)s1	9%[38.3 µM]	-1%	-7%	2%	2%	0%	-6%[10 µM]
55	COc1ccc(/C=N/NC(=O)c2ccccc2O)cc1CSc1ccccn1	-7%	3%	15%	-7%	2%	-6%	14%[10 µM]
56	CCCn1c(=O)c2c(C(=O)OCC)cc(-c3ccco3)nc2n(CCC)c1=O	20%[38.3 µM]	-3%	-13%	1%	11%	?	-7%
57	c1ccc(N2CCN(c3nc(-c4ccccn4)nc4ccccc34)CC2)cc1	nt	6%	-29%	-6%	nt	-2%	11%
58	Cc1ccc(C(=O)NC(=S)N2CCN(C)CC2)cc1	22%[38.3 µM]	0%	-14%	4%	0%	-5%	-20%
59	O=S1(=O)CCN2C(c3ccco3)=CSC2=N1	6%[38.3 µM]	-2%	8%	8%	8%	-2%	-11%
60	COCCN(C(=O)CNC(=O)c1ccco1)C(C(=O)NC1CCCCC1)c1cccc(OC)c1 (configuration not stated)	15%[38.3 µM]	2%	13%	4%	8%	-10%	28%[1.9 µM]

# Complete entries, looked up by structure:
# `CCC(C)(C)n1nnnc1CN1CCC(c2nc3ccc(C)cc3[nH]2)CC1` is listed with IMPase Li inh: 10%[38.3 µM]; GAA spleen mod: -2%; HttQ103 aggreg: -11%; GAA glycogen: 7%; GoLoco inh red: 5%; GAA inh: -3%[15.4 µM]; HTT ATP protect: -5%
# `CCOc1cc(/C=N/NC(=O)c2nn(C)cc2Br)ccc1OCc1ccccc1` is listed with IMPase Li inh: -2%; GAA spleen mod: 7%; HttQ103 aggreg: 14%; GAA glycogen: -4%; GoLoco inh red: 2%; GAA inh: 1%; HTT ATP protect: 12%[10 µM]
